# Compound activity as filed in PubChem.
# CYP2C9 activ = CYP2C9 (human) activation | P11712 | recombinant CYP2C9, luciferin-H conversion, luminescence; active compounds read high; factor 1 = untreated enzyme, 0 = blocked | activation factor at 5 µM | 96,000 tested, 1.4% active;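 active = activation factor of 2 or more for CYP2C9 at a 5 µM dose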;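 note: 0 = sulfaphenazole-blocked wells and 1 = vehicle-only wells; values of inactives mirror those of a sister screen read the other way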
# Target sequence (P11712 whole entry, looked up): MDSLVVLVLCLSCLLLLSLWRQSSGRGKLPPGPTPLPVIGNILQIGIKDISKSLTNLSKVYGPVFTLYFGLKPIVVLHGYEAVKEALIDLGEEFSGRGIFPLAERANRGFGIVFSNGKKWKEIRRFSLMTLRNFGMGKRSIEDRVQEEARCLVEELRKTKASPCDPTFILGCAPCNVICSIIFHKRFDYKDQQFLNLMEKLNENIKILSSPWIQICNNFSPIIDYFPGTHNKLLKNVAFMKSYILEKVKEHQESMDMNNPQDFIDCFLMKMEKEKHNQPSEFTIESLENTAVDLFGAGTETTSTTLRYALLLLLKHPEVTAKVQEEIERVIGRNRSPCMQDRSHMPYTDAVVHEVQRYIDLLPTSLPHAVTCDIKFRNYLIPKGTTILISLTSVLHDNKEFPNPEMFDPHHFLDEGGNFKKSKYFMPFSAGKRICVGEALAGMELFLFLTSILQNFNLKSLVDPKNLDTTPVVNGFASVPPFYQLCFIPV
# CYP2C9 inhib = blocks human cytochrome P450 2C9. P11712. CYP2C9 Supersomes, luciferin-H conversion, luminescence. inhibition, % at 5 µM. 96,000 tested, 20% active. AID 777;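 active = blocking of liver enzyme CYP2C9 beyond about 50% at 5 µM, limit read from the data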; note: values of inactives mirror those of a sister screen read the other way
# Candida biofilm = kills Candida albicans biofilms; C. albicans biofilm + clotrimazole, Alamar Blue; inhibition, % at 6 µM; 85,000 tested, 0.14% active;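 active = inhibition above 20%; inactive = inhibition below 20%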;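 note: preformed 24 hr biofilms exposed to compound for 48 hr; 0% = biofilm without compound and 100% = blank killed by clotrimazole plus chlorhexidine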
# * hit, by the source's call. A portion of the library; rates above refer to the full screens.
# The first 5 records, ahead of the listing:
smiles | CYP2C9 activ | CYP2C9 inhib | Candida biofilm
CC(C)CCn1c(Br)nc2c1c(=O)n(CC(N)=O)c(=O)n2C | 1 | 1 | -5
O=C1c2cccnc2C(=O)N1Cc1ccc2c(c1)OCO2 | 1.1 | -8 | 4
Cc1cccc(-n2ncc3c(NCc4ccccc4)ncnc32)c1 | 0.9 | 13 | 2
Cc1cc(NC(=O)CCC(=O)N(Cc2cccs2)C(C(=O)NC2CCCC2)c2ccncc2)no1 (configuration not stated) | 0.2 | 84* | 4
Cc1nc2ccccn2c1C(=O)NC1CCCCC1 | 1 | 3 | 9

# All compounds of this part (from the top)
smiles | CYP2C9 activ | CYP2C9 inhib | Candida biofilm
CC(C)CCn1c(Br)nc2c1c(=O)n(CC(N)=O)c(=O)n2C | 1 | 1 | -5
O=C1c2cccnc2C(=O)N1Cc1ccc2c(c1)OCO2 | 1.1 | -8 | 4
Cc1cccc(-n2ncc3c(NCc4ccccc4)ncnc32)c1 | 0.9 | 13 | 2
Cc1cc(NC(=O)CCC(=O)N(Cc2cccs2)C(C(=O)NC2CCCC2)c2ccncc2)no1 (configuration not stated) | 0.2 | 84* | 4
Cc1nc2ccccn2c1C(=O)NC1CCCCC1 | 1 | 3 | 9
COc1ccc(C(=O)Nn2c(SCC(=O)NCc3ccco3)nc3ccccc3c2=O)cc1 | 0.2 | 80* | -2
CC1(C)Cc2c(c(-c3ccccc3)nc3[nH][nH]c(=O)c23)CO1 | 1 | 3 | 6
Cc1noc(C)c1CSc1nnc(-c2ccncc2)n1-c1cccc(Cl)c1C | 0.1 | 94* | 2
CC1(c2ccccc2)NC(=O)N(CC(=O)Nc2cccc(C#N)c2)C1=O (configuration not stated) | 0.3 | 73* | 10
CCCSc1nc2c(cnn2-c2ccccc2)c(=O)[nH]1 | 1.2 | -22 | 14
O=C(NC1CCCCCCC1)C1CCN(S(=O)(=O)N2CCCC2)CC1 | 1.1 | -5 | 4
COC(=O)C1=CNC=C(C(=O)OC)C1c1ccc(C(=O)OC)cc1 | 0 | 95* | 1
O=C1NCCCC1C(=O)N1CCN(C(=O)c2ccco2)CC1 (configuration not stated) | 1.2 | -16 | 5
Brc1ccc(CSc2ncnc3nc[nH]c23)cc1 | 0.8 | 19 | 10
COc1ccccc1N1CCN(S(=O)(=O)c2ccc3c4c(cccc24)C(=O)N3)CC1 | 0.8 | 16 | 7
O=C(N1CCOCC1)N1CCC(n2nnc3ccccc32)CC1 | 0.6 | 38 | 0
Cc1ccc(NC(=O)CN2C(=O)COc3ccc(C)cc32)nc1 | 1 | 4 | 6
O=c1[nH]c(NCCCO)nc2c1C1(CCCC1)Cc1ccccc1-2 | 1 | 3 | -1
COc1ccc(-c2nc(C#N)c(N3CCN(c4cccc(Cl)c4)CC3)o2)cc1OC | 0.8 | 16 | -3
COc1ccc(N2CCN(CCNC(=O)CCN3C(=O)COc4ccccc43)CC2)cc1 | 1 | -3 | 9
Cc1sc2ncnc(N3CCCCC3C)c2c1C (configuration not stated) | 0.5 | 47 | 5
O=C(O)c1cc(Cl)c(Cl)cc1C(=O)N1CCCC1 | 1.2 | -22 | 2
CCC(=O)N1CCc2cc(Br)cc(S(=O)(=O)N3CCN(C(=O)c4ccco4)CC3)c21 | 1 | 5 | 6
CC(=O)c1cccc(NC(=O)Nc2cnn(Cc3ccc(F)cc3)c2)c1 | 0.6 | 36 | 7
N#CC1=C(N)OC2=C(C(=O)CCC2)C1c1ccc(OC(=O)N2CCOCC2)cc1 (configuration not stated) | 0.8 | 25 | 8
COc1ccc(-n2cnnc2SCC(=O)c2ccc(S(=O)(=O)N3CCOCC3)cc2)cc1 | 0.8 | 19 | 11
O=C1N=C(N2CCOCC2)S/C1=C1\C(=O)N(Cc2ccccc2)c2ccccc21 | 0.6 | 36 | -2
O=C(O)c1cccc(CN2C(=O)SC(Nc3ccccc3)C2=O)c1 (configuration not stated) | 1 | -4 | -4
O=C(O)CSc1cccc2cccc(C(=O)O)c12 | 1 | 3 | 17
O=C(CN1CCOCC1)Nc1c2c(nc3ccccc13)N(Cc1ccccc1)CC2 | 0.6 | 37 | 7
Cc1nn(CC(=O)NC(C)c2ccccc2)c(=O)c2ccccc12 (configuration not stated) | 1.5 | -54 | 4
COc1cccc(-n2nnnc2SCC(=O)c2cc(OC)ccc2OC)c1 | 0.8 | 23 | 3
Cc1nn(-c2ccccc2)c2c1C(c1cccnc1)N1C=C(S(=O)(=O)N3CCCCC3)C=CC1=N2 (configuration not stated) | 0.9 | 11 | 5
CCOC(=O)c1c(C)c(C(=O)NCCOC)c(C)n1CC | 1 | -2 | 8
O=C(NCc1ccncc1)Nc1ccccc1Cl | 0.2 | 81* | 5
CCCC(=O)c1c(NC(C)C)cc(C)oc1=O | 2.2* | -122 | 3
CCOC(=O)c1sc(N(Cc2ccccc2)C(=O)CSc2nnc(C3CC3)n2N)nc1C | 0 | 99* | 11
CC(C)COC(=O)NCC12C=CC(O1)C1C(=O)N(c3ccc(Cl)cc3)C(=O)C12 (configuration not stated) | 1 | -3 | 6
Cn1c(=O)c2c(nc(Br)n2Cc2c(F)cccc2Cl)n(C)c1=O | 1 | 3 | 0
O=C(CCN1CCN(c2ccccc2F)CC1)Nc1ccc2c(c1)OCO2 | 0.1 | 88* | 7

# Continuation:
# Order of values: CYP2C9 activ	CYP2C9 inhib	Candida biofilm
- CC1CCc2nn(CC(=O)NC3CCCC(C)C3C)cc2C1 (configuration not stated)
→ 1	3	-2
- COc1ccc(-c2nnc3ccc(SCC(=O)N4CCOCC4)nn23)cc1
→ 0.8	21	2
- Cc1ccc(Cn2ccc(NC(=O)c3cc(CC(C)C)on3)n2)cc1
→ 0.1	90*	2
- O=C(N1CCCC1)N1CCN(c2ncnc3c(-c4ccc(Cl)cc4)nsc23)CC1
→ 1.2	-16	6
- CCC(Sc1nc(-c2ccccc2)c(C#N)c(=O)[nH]1)C(=O)Nc1cc(C)on1 (configuration not stated)
→ 0.2	83*	9
- Cc1[nH]c2ccccc2c1Cc1nnc(SCC(N)=O)o1
→ 1.5	-45	7
- COc1ccc(-n2c(Cc3cccn3C)nnc2SCC(=O)NC2CCCC2)cc1
→ 0.6	41	3
- CC(C)(C)OC(=O)N1CCC[C@H]1C(=O)NCC1CCC(C(=O)O)CC1 (some centres not stated)
→ 1.1	-12	-6
- O=C(NCC1CCCO1)c1cc2ccccc2[nH]1 (configuration not stated)
→ 1.1	-10	4
- O=C1C(C=NCc2ccco2)=C(O)c2ccccc21
→ 0.9	15	10
- O=S(=O)(c1ccc(S(=O)(=O)N2CCN(C3CCCCC3)CC2)cc1)N1CCCCCC1
→ 1	3	6
- N#CC1=C(N)Oc2n[nH]c(-c3ccc(F)cc3)c2C1c1ccncc1 (configuration not stated)
→ 0.3	69*	7
- COC(=O)CCC(=O)Nc1sc(C)c(C)c1C(N)=O
→ 1	2	4
- CCCSC1=C(C#N)C(c2ccccc2C)C(C(=O)OC)C(=O)N1 (configuration not stated)
→ 0.7	34	-3
- Cc1cc(N2CCN(c3ccccc3)CC2)n2nnnc2n1
→ 0.8	16	6
- O=S(=O)(NC1CCCC1)c1ccc(S(=O)(=O)NC2CCCC2)cc1
→ 0.1	86*	5
- CCc1ccc2[nH]c(=O)c(CN(Cc3ccc(OC)cc3)Cc3nnnn3CCOC)cc2c1
→ 0.4	57*	-2
- Cc1nnc(SCC(=O)c2c(N)n(C)c(=O)n(C)c2=O)[nH]c1=O
→ 1	-4	2
- CCC(CC)C(=O)NCCc1cc2ccc(C)c(C)c2[nH]c1=O
→ 0.9	13	5
- Cc1cc(C)n(C(=O)CSc2nc3ccccc3o2)n1
→ 1.1	-6	4
- COc1ccc(-c2nc(CNS(=O)(=O)c3cc(OC)ccc3OC)cs2)cc1
→ 0.3	72*	8
- Cc1ccc(NS(=O)(=O)c2cccc(C(=O)n3ncc(C#N)c3N)c2)c(C)c1
→ 0.5	51*	0
- CCN1CCCC1CNC(=O)c1cc2c(-c3cccc(OC)c3)nn(C)c2s1 (configuration not stated)
→ 1.1	-10	7
- COC(=O)CC1Oc2ccccc2N(Cc2ccc(C)cc2)C1=O (configuration not stated)
→ 0.8	21	4
- COc1ccc(C(=O)Cn2c(N3CCOCC3)nc3ccccc32)cc1OC
→ 1.1	-6	13
- COc1ccc(S(=O)(=O)Nc2ccc(F)c(Cl)c2)cc1OC
→ 0.4	56*	5
- CCOc1ccc2c(c1)n([O-])c1c([n+]2=O)CCCC1
→ 1	1	5
- Cc1c(N=Cc2cc3c(cc2Cl)OCO3)c(=O)n(-c2ccccc2)n1C
→ 1	-1	10
- CC1(C)Cc2c(c(=S)nc(-c3ccccc3)n2CCOCCO)CO1
→ 1	2	2
- Cn1c(N)c(C(=O)COC(=O)C2(c3ccc(F)cc3)CCCC2)c(=O)n(C)c1=O
→ 0.9	12	7
- Cc1cc(NC(=O)CN2CC3CC(C2)c2cccc(=O)n2C3)nc2c1c(=O)oc1ccccc12 (configuration not stated)
→ 0.6	37	9
- COc1cc(CN2CCN(S(=O)(=O)c3ccc(NC(C)=O)cc3)CC2)cc(OC)c1O
→ 0.6	35	5
- Cn1cccc1Cc1nnc(SCC(=O)N2CCCc3ccccc32)n1-c1ccc(F)cc1
→ 1	-1	11
- Cc1ccc(S(=O)(=O)Cc2ccc(C(=O)N3CCN(Cc4ccccc4)CC3)o2)cc1
→ 0.1	92*	0
- Cc1ccc(CCNc2ccccc2)c[n+]1[O-]
→ 1.1	-6	9
- CCC(=O)N1CCCc2cc(S(=O)(=O)N3CCN(c4ccccn4)CC3)ccc21
→ 0.2	80*	-2
- O=C(c1cc(-c2ccc(Cl)c(Cl)c2)on1)N1CCCC1
→ 1	3	18
- Cc1cc(C)c(C#N)c(Oc2ccc(O)cc2)n1
→ 0.4	65*	8
- CCCCOc1ccccc1C(=O)NCC(=O)O
→ 1	-1	8
- CCCCOC(=O)CCNc1n[nH]c(=O)[nH]c1=O
→ 1	4	9
- C=CCN(C(=O)CN1CCOCC1)c1nc(C)c(-c2ccccc2)s1
→ 0.7	32	2
- CCCC(=O)CN1C(=O)C2(OCCO2)c2ccccc21
→ 0.9	11	2
- CCOC(=O)N1CCC(NC(=O)Cn2nc(-c3ccccc3)ccc2=O)CC1
→ 1	-4	6
- CCOc1ccc(C2CC(c3cccc(Cl)c3)n3nc(N)nc3N2)cc1 (configuration not stated)
→ 0.9	5	5
- CCOC(=O)C1CCCN(Cc2ccc(O)c(OC)c2)C1 (configuration not stated)
→ 1.1	-7	11
- CC1CCC(NC(=O)CN2CCC(n3nnc4cc(F)ccc43)CC2)CC1 (configuration not stated)
→ 0.9	11	8
- COc1ccc(NC(=O)CN2CCN(S(=O)(=O)c3ccc(C(C)C)cc3)CC2)cc1OC
→ 0.6	41	6
- O=C(CC1Sc2ncnn2C1=O)Nc1ccc(Br)cc1 (configuration not stated)
→ 0.8	20	2
- CC(c1nnc(SCn2nnc3ccccc3c2=O)n1-c1ccc(Cl)cc1)N(C)C (configuration not stated)
→ 1.1	-6	2
- COc1ccc(S(=O)(=O)NC(C)C(=O)Nc2ccccc2F)cc1 (configuration not stated)
→ 1	3	8
- CC(=O)c1c(C)[nH]c(C(=O)OC2CCOC2=O)c1C (configuration not stated)
→ 0.9	6	6
- COc1ccccc1N(O)C1CC(=O)N(c2ccc(F)cc2)C1=O (configuration not stated)
→ 1	-1	5
- O=C(c1nc(-c2ccccc2)n(-c2ccccc2)n1)N1CCN(S(=O)(=O)c2ccccc2)CC1
→ 0.3	66*	8
- COc1ccc(NC(=O)c2cc3cc(OC)ccc3oc2=N)cc1
→ 0.8	21	9
- CC(=O)Nc1nc(-c2ccccc2)nc(-c2ccccc2OC(C)=O)n1
→ 0.6	41	4
- Cc1c(C(=O)OC2CCCC2C)[nH]c2c1C(=O)CCC2 (configuration not stated)
→ 0.5	54*	9
- CCOc1ccc(CCNC(=O)c2oc3c(c2C)-c2[nH]ncc2CC3)cc1OCC
→ 0.8	21	3
- CCNC(=O)c1c(C)[nH]c(C(=O)OCC)c1C
→ 1.1	-10	9
- Cc1ccc(-c2csc3nc(=O)c(C)nn23)cc1
→ 1.1	-11	5
- O=C(CN(Cc1ccccc1)C(=O)CCC(=O)Nc1nccs1)NCc1ccco1
→ 0.7	26	5

# Continuation:
# Order of values: CYP2C9 activ	CYP2C9 inhib	Candida biofilm
- CCc1nnc(NC(=O)c2ccc(N3C(=O)CCC3=O)cc2)s1
→ 0.9	8	15
- CCCCn1cnc2sc3c(c2c1=N)CCCC3
→ 1	-1	4
- CN(CCNS(=O)(=O)c1ccc2c(c1)oc(=O)n2C)Cc1ccccc1
→ 1.2	-22	6
- O=C(Cc1c(C(=O)O)[nH]c2ccccc12)NCCN1CCN(c2cccc(Cl)c2)CC1
→ 0.9	13	-4
- COc1cccc(C(=O)NCc2ccccc2OC)c1
→ 1.9	-86	0
- Cc1cc(C(=O)OCC(=O)N2CCc3ccccc32)c(C)o1
→ 1.1	-14	4
- O=c1c2c3nc4ccccc4nc3n(-c3ccc4c(c3)OCCO4)c2ncn1CC1CCCO1 (configuration not stated)
→ 1.1	-6	5
- COCCn1c(-c2ccc(OC)cc2)cnc1N
→ 1	-3	3
- N#CC1=C(SCC(=O)c2ccccc2)NC2=C(C(=O)CCC2)C1c1ccco1 (configuration not stated)
→ 0.1	92*	-1
- CCOc1ccc2[nH]c(=O)c(C(c3nnnn3C3CCCCC3)N3CCN(C)CC3)cc2c1 (configuration not stated)
→ 1.1	-5	5
- O=C(Nc1c(C(=O)NCc2ccco2)cnn1-c1ccccc1)c1cccc(F)c1
→ 0.1	87*	7
- CN(C)CCCN1C(=O)C(=O)/C(=C(/O)c2ccccc2)C1c1ccccn1 (configuration not stated)
→ 1.1	-5	5
- Cc1cc2ccccc2c(=O)n1CC(=O)NCC(=O)N(C)Cc1ccccc1
→ 1.1	-13	-1
- CCOC(=O)Nc1cc(C(=O)OCC)c(C)nc1C
→ 1.1	-9	3
